Compound activity from PubChem BioAssay.
MITF primary: blocks human microphthalmia-associated transcription factor | AID 1259374 | inhibition, % at 2.6 µM | AlphaScreen MITF homodimerization, bead proximity signal | actives 0.91% (n = 650,000); in the data active means inhibition above about 50%;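 further: 0% = vehicle wells with protein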
Target sequence (O75030 whole entry, looked up): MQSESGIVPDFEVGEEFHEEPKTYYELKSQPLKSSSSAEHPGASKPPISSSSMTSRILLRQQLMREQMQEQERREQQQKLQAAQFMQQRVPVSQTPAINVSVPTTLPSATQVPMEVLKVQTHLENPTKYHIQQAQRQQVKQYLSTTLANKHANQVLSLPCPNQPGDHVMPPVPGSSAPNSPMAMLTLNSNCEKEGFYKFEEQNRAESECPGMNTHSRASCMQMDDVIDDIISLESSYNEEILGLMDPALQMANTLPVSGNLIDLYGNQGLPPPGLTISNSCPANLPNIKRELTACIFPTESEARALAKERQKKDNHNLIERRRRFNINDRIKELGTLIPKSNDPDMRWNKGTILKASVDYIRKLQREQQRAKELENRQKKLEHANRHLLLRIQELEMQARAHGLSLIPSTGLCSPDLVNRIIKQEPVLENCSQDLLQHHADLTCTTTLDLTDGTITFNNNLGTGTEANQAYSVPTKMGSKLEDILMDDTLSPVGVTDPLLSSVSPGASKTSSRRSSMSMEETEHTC
GPR151 ag: activators of human GPR151; PathHunter beta-arrestin GPR151 cells, luminescence; activation, % at 11.2 µM; actives 1% (n = 650,000); AID 1508602; in the data active means activation above about 4.9%;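 further: 0% = median of compound wells and 100% = cells with positive control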
Target sequence (Q8TDV0 whole entry, looked up): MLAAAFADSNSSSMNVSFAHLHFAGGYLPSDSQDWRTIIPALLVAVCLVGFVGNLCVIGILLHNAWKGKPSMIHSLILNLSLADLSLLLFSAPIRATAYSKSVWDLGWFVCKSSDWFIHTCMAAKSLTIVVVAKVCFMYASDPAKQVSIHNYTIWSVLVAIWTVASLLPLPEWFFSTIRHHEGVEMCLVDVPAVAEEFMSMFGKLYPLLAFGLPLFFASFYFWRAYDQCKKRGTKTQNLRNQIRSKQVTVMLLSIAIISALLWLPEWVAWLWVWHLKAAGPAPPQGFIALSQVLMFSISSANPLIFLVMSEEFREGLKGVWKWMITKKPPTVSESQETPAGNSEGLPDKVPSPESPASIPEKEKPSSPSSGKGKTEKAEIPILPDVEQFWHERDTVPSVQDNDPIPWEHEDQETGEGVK
FBW7 activator: human FBW7 E3 ligase activation, primary screen; normalized activity (activation), % at 26.1 µM; AID 1259310; actives 0.13% (n = 650,000); AlphaScreen FBW7–phospho-cyclin E peptide binding, activator screen; in the data active means normalized activity above about 1.9%;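 further: purified mutant Fbw7 with reduced substrate affinity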
TEAD-YAP block: TEAD-YAP interaction inhibition; AID 1259422; HEK-TIYL cells, TEAD-Gal4/YAP UAS-luciferase luminescence; actives 1.4% (n = 640,000); inhibition, % at 9.12 µM; in the data active means inhibition above about 32%;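 further: 0% = median of test compound wells and 100% = reference inhibitor wells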
Starred values were filed as active, the others as inactive; / = no result given; & = joins results of further samples. Rows were taken by chance (roughly 3.5% active in at least one column).

SMILES	MITF primary	GPR151 ag	FBW7 activator	TEAD-YAP block
O=C(O)c1csc2c1CCCC2	4	-3.1	0.0	3
CC(C)N(C(=O)c1ccc(C(=O)NCc2ccc(S(N)(=O)=O)cc2)cc1)C(C)C	2	-0.9	0.4	0
Cc1sc2nc(C)n(C3CCN(C(=O)C4CCCO4)CC3)c(=O)c2c1C (centres undefined)	8	-0.3	0.3	5
CC(C)c1ccc(OCC(=O)NCc2nc(-c3ccccc3)no2)c(Br)c1	3	0.8	0.2	2
CN(C(=O)COC(=O)C1(c2ccccc2F)CCCC1)C1CCS(=O)(=O)C1 (centres undefined)	2	-0.4	0.0	-4
CCOc1ccc(N(CC(=O)Nc2ccccc2C(=O)O)S(C)(=O)=O)cc1	7	0.5	0.1	1
COC1CC2C(CC1(C)OC(=O)c1cc([N+](=O)[O-])cc([N+](=O)[O-])c1)C2(C)C (centres undefined)	12	0.3	0.1	-5
CC(=O)C1=C(O)C(=O)N(CCc2ccccc2)C1c1ccc(C(C)C)cc1 (centres undefined)	-3	-0.1	0.2	3
COc1cc(C2C3=C(CC(C)(C)CC3=O)Nc3c2ccc2ccccc32)cc(Br)c1O (centres undefined)	-3	1.4	0.0	60*
COc1cccc(C2(NC(=O)CCn3nc(C)cc3C)CCCC2)c1	-2	0.0	0.2	-8
CCc1c(C)nc(SCC(=O)NCc2ccc(F)cc2)[nH]c1=O	18	0.4	0.1	12
CC12CCCCC1C2C(=O)N/N=C/c1ccc(-c2ccc(C(=O)O)cc2)o1 (centres undefined)	12	0.3	0.1	-37
CC1=C(C(=O)Nc2ccccc2)C(c2cccnc2)NC(=S)N1 (centres undefined)	15	-0.7	0.1	-5
C=CCN1C(=O)C2(NC(CC(C)C)C3C(=O)N(Cc4ccccc4)C(=O)C32)c2ccccc21 (centres undefined)	-9	0.0	-0.1	-2
CCC(Sc1nc(-c2ccccc2)c(C#N)c(=O)[nH]1)C(=O)Nc1cc(C)on1 (centres undefined)	11	0.4	0.4	-7

A portion from the list above:
SMILES	MITF primary	GPR151 ag	FBW7 activator	TEAD-YAP block
O=C(O)c1csc2c1CCCC2	4	-3.1	0.0	3
CC(C)N(C(=O)c1ccc(C(=O)NCc2ccc(S(N)(=O)=O)cc2)cc1)C(C)C	2	-0.9	0.4	0

Part of the list above with just MITF primary, TEAD-YAP block and GPR151 ag:
| smiles | MITF primary | TEAD-YAP block | GPR151 ag |
| --- | --- | --- | --- |
| CC12CCCCC1C2C(=O)N/N=C/c1ccc(-c2ccc(C(=O)O)cc2)o1 (centres undefined) | 12 | -37 | 0.3 |
| CC1=C(C(=O)Nc2ccccc2)C(c2cccnc2)NC(=S)N1 (centres undefined) | 15 | -5 | -0.7 |
| C=CCN1C(=O)C2(NC(CC(C)C)C3C(=O)N(Cc4ccccc4)C(=O)C32)c2ccccc21 (centres undefined) | -9 | -2 | 0.0 |
| CCC(Sc1nc(-c2ccccc2)c(C#N)c(=O)[nH]1)C(=O)Nc1cc(C)on1 (centres undefined) | 11 | -7 | 0.4 |

Later entries.
SMILES	MITF primary	GPR151 ag	FBW7 activator	TEAD-YAP block
CSCCC(NC(N)=O)C(=O)N(C)CC(=O)Nc1cc(C)ccc1C (centres undefined)	16	-1.3	0.2	4
COc1ccc(-c2cc3nc(C)c(C)c(NCCN4CCOCC4)n3n2)cc1	19	-0.5	0.2	-46
CCOc1ccc2nc3c(cc2c1)CN(CCOC)C(=NC)S3	0	-0.4	-0.3	-8
COc1ccc(NC(=O)CC2C(=O)N(C)C(=S)N2CCc2ccc(Cl)cc2)cc1 (centres undefined)	-3&0	-1.0&1.5	-0.1&0.1	1&9
CN1CCc2c(sc(NC(=O)c3ccccc3)c2C(N)=O)C1	0	-1.7	-0.1	-16
COC(=O)C1=CN(Cc2ccc(OC)c(OC)c2)C=C(C(=O)OC)C1c1cccc([N+](=O)[O-])c1	-2	0.5	-0.1	-22
O=C(COC(=O)CSc1nc(-c2ccccc2)cc(-c2ccccc2)n1)NC1CCCCC1	19	0.8	0.2	4
C/C(CC(=O)Nc1cccc2c1CCCC2)=N\NC(=O)c1cccc(C)c1	9	-0.8	0.0	-26
Cc1ccc(NCc2c(CO)cnc(C)c2O)cc1C	7	0.2	0.7	4
Cc1ccccc1N1CCN(C(=S)c2ccc(Cl)cc2)CC1	-6	0.9	-0.1	-3
CN1CCCC(C(=O)NCc2nnc3n2CCN(Cc2cccs2)CC3)C1 (centres undefined)	5	-0.5	0.1	-2
CC1CCCC(NC(=O)Cn2ccc3ccccc3c2=O)C1C (centres undefined)	22	-0.4	0.1	0
CCCS(=O)(=O)N(c1ccccc1)S(=O)(=O)c1ccc(Cl)c([N+](=O)[O-])c1	6	-1.1	0.0	3
CC(C)COC(=O)NCC12C=CC(O1)C1C(=O)N(c3ccc(Cl)cc3)C(=O)C12 (centres undefined)	-7	0.7	0.0	-4
CCOc1ccc(NC(=O)CN2C(=O)COc3cc(S(=O)(=O)NC(C)C)ccc32)cc1	0	-1.1	-0.1	0
COc1cccc(N2C[C@@H]3C[C@@H](c4ccc(OC)c(OC)c4)N4CCC[C@@]34C2=O)c1	-10	-0.5	0.1	0
COC(=O)C1=C(N)N(c2ccc(F)cc2)C2=C(C(=O)CCC2)C1c1ccccc1 (centres undefined)	-3	0.5	0.5	5
Cc1ccccc1NC(=S)NCCOc1ccccc1Cc1ccccc1	6	0.3	0.0	2
Cc1ccc(NS(=O)(=O)N2CCOCC2)cc1Cl	0	-0.4	0.0	-8
O=C(NCCCO)/C(=C\c1cccc([N+](=O)[O-])c1)NC(=O)c1ccccc1Cl	-13	-1.5	0.0	-1
NC(=O)c1ccc2nc(N3CCCC3CO)sc2c1 (centres undefined)	-3	-2.3	-0.1	-16
Cc1ccc2c(c1)C(c1ccc(Cl)cc1Cl)CC(=O)N2 (centres undefined)	20	-0.4	0.0	0
Nc1nnc(SCC(=O)Nc2cccc(Cl)c2Cl)s1	-5	-0.5	-0.3	1
CCc1cc2c(=O)c(Oc3ccccc3)c(C)oc2cc1OC(C)C	-2	-0.6	0.1	1
O=S(=O)(Nc1nccnc1-c1ccc(CO)cc1)c1ccccc1Cl	-10	-0.7	-0.5	-3
COc1ccc(Oc2ccc(NS(=O)(=O)c3ccccc3)cc2)cc1	-4	-1.0	0.2	-6
CC(C)(C)OC(=O)NC(Cc1c[nH]c2ccccc12)C(=O)O (centres undefined)	7	-0.9	0.0	3
COCC(C)n1c(C)cc(C(=O)COC(=O)/C=C/c2ccc3c(c2)OCO3)c1C (centres undefined)	2	-1.0	0.0	1
COc1cccc(CN2CCN(Cc3cccnc3)CC2CCO)c1 (centres undefined)	0	0.6	0.1	-9
O=C1CCC(N2CCC(c3nc4ccccc4[nH]3)CC2)CCN1Cc1cccc(F)c1 (centres undefined)	11	-0.8	0.1	-1
O=C(NCC12CC3CC(CC(C3)C1)C2)c1cccnc1Cl	6	0.6	-0.1	-4
CCOC(=O)CNC(=O)Cn1cnc2sc(C)c(C)c2c1=O	-10	-0.6	0.1	-12
CCc1cccc(C)c1N(C(=O)CSc1nc2ccccc2[nH]1)C(C)COC (centres undefined)	-1	-0.1	-0.1	-3
CCOc1cc(/C=C(\C#N)C(=O)Nc2ccc(S(N)(=O)=O)cc2)ccc1OC	0	3.0	0.0	12
CCOC(=O)C1=C(C)N(c2ccc(OC)cc2)C(=O)/C1=C\c1ccccc1O	13	-0.2	-0.1	3
CN1C(=O)C2ON(c3ccc(Cl)cc3)C(c3ccc([N+](=O)[O-])cc3)C2C1=O (centres undefined)	26	1.0	-0.1	4
O=C1NN(c2ccccc2)C(=O)/C1=C\c1ccc(O)cc1O	-9	-1.0	0.1	4
O=C(Nc1ccc2ccccc2c1)N1CCN(c2ncccc2C(F)(F)F)CC1	17	1.3	0.2	8
COc1ccc(/C=C2\SC(N)=NC2=O)cc1Oc1ccc([N+](=O)[O-])cc1[N+](=O)[O-]	12	-1.2	0.8	10
CCC(C)NC(=O)C(C)(C(F)(F)F)C(F)(F)F (centres undefined)	3	-1.5	0.1	0
CCOP(=O)(CN(CCc1ccccc1)C(=S)Nc1ccc(C)cc1)OCC	4	0.9	-0.1	-3
O=C(NCCN1CCCCC1)c1ccc(I)cc1	3	0.5	0.4	/
Cc1ccccc1-c1nnc(NC(=O)CC(C)C)s1	-3	0.6	0.0	-17
O=c1cc(O)c2c(F)c(F)c(F)c(F)c2o1	-1	2.2	0.1	9
COc1cc(C(=O)OCC(=O)c2cc(C)n(CC3CCCO3)c2C)ccc1OC(F)F (centres undefined)	0	4.3	-0.1	0

An excerpt from above in order of heavy-atom count, rising:
SMILES	MITF primary	GPR151 ag	FBW7 activator	TEAD-YAP block
Cc1ccccc1-c1nnc(NC(=O)CC(C)C)s1	-3	0.6	0.0	-17
O=S(=O)(Nc1nccnc1-c1ccc(CO)cc1)c1ccccc1Cl	-10	-0.7	-0.5	-3
COc1cc(C2C3=C(CC(C)(C)CC3=O)Nc3c2ccc2ccccc32)cc(Br)c1O (centres undefined)	-3	1.4	0.0	60*

New compounds follow:
SMILES	MITF primary	GPR151 ag	FBW7 activator	TEAD-YAP block
O=C(CCOc1ccccc1)OCC(=O)c1ccccc1F	-1	-0.7	0.0	-2
Brc1cccc(/C=N/Nc2nn[nH]n2)c1	-6	-1.1	-0.1	0
O=C(c1ccc(F)cc1)n1c(NCc2ccccc2)n[nH]c1=S	-10	-1.3	0.0	-1
COc1cc(Cl)c(C)cc1NC(=O)Cn1c(C)cc2ccccc2c1=O	-3	0.8	-0.1	2
O=C(Cc1ccc(Cl)cc1)N/N=C/c1cc(Cl)ccc1O	-7	0.0	-1.0	23
Cc1ccc2nc3nc4c(C)cccc4c(N)c3cc2c1	13	-3.4	0.4	43*
CS(=O)(=O)NCc1nc(N2CCCC2)c2cc(Cl)ccc2n1	9	1.8	-0.2	-9
CCCOc1ccc(C(O)(CC)CCN2CCCCC2)cc1 (centres undefined)	2	0.9	-0.1	11
Cc1ccc(C(=O)NCCN2CCCC2)cc1	11	-0.1	0.0	-3
COc1cccc(-n2c(CNC(=O)OC(C)(C)C)n[nH]c2=S)c1	0	-0.8	0.1	2
COc1cc(NS(=O)(=O)c2c(C)nc3sccn3c2=O)cc(OC)c1	2	0.9	0.7	0
COc1cccc(NC(=O)CSc2nc3ccccc3c(=O)n2CC2CCC(C(=O)NCc3ccccc3Cl)CC2)c1 (centres undefined)	-1	1.6	-0.2	-4
CCOc1cccc(-c2cc(C(=O)Nc3ccc(S(N)(=O)=O)cc3)c3ccccc3n2)c1	18	-0.8	0.6	17
CC(NC(=O)COC(=O)c1cc2ccccc2cc1O)c1ccccc1 (centres undefined)	-14	-0.4	0.0	-1
O=C(N/N=C\c1ccccn1)c1c[nH]c2ccccc12	-2	3.0	-0.1	-29
CN(C)c1ccc(/C=C/c2cc[n+](C)cc2)cc1	-7	1.6	-0.2	44*
C=CCn1c(SCC(=O)N(C(C)CC)C2CCS(=O)(=O)C2)nc2ccccc2c1=O (centres undefined)	6	-1.6	-0.1	6
O=C(c1ccc(-n2cnnn2)cc1)N1CCN(C2CCCCC2)CC1	14	-0.8	0.1	9
COc1ccc(CN2CCNC(=O)C2CC(=O)NCCc2nc(C)c(C)s2)cc1C (centres undefined)	1	3.0	-0.1	-6
CCNc1ccc(N2CCC(C(=O)NCCOc3ccccc3)CC2)nn1	11	2.9	0.2	-8
O=C(Nc1cc(C(=O)N2CCN(c3ccccc3)CC2)ccc1N1CC2CC(C1)c1cccc(=O)n1C2)c1ccc(F)cc1 (centres undefined)	-2	-0.3	0.3	-1
COc1ccccc1-c1cc(-c2ccccc2)nc2sc(C(=O)c3ccc(-c4ccccc4)cc3)c(N)c12	3	0.3	0.0	-5
O=C(Nc1ccncc1)c1cccc(C(=O)Nc2ccncc2)c1	9	0.0	-0.1	14
Cc1ccc(S(=O)(=O)NCC(=O)Nc2ccccc2Br)cc1	0	0.0	0.1	2
Oc1c(Cl)cc(Br)cc1C=Nc1cccnc1	10	2.1	0.0	-4
Cc1cnc(Cl)nc1NCc1nc2ccccc2[nH]1	7	-0.4	0.1	2
COc1ccc(-c2c(C)[nH]n3c(=O)c(C)c(C)nc23)cc1	2	0.4	-0.1	0
CCOc1cc(C2C(C(=O)OC(C)CC)=C(C)NC3=C2C(=O)CC(c2ccc(Cl)cc2)C3)ccc1OC(C)=O (centres undefined)	7	-1.8	1.6	-6
O=[N+]([O-])c1cccc(N/C(=N\S(=O)(=O)c2ccc(Cl)cc2)c2ccccc2)c1	2	2.0	0.0	3
O=C(NCc1ccncc1)C(=O)Nc1nc2ccccc2s1	-3	0.2	-0.2	-27
Cc1c(Br)c([N+](=O)[O-])nn1CC(=O)O	6	-1.0	0.6	3
CCCc1nc(SCC(=O)Nc2nnc(C)s2)[nH]c(=O)c1CC	-1	0.7	-0.1	-5
CCCCCCn1c(SCC)nc2c1c(=O)[nH]c(=O)n2C	8	0.3	0.0	9
CCc1nc2sc(C(c3cccc(OC)c3)N3CCCC3)c(O)n2n1 (centres undefined)	-1	-0.9	-0.4	-3
CCCCN(CCCC)c1c(NC2CCN(C(=O)OCC)CC2)c(=O)c1=O	0	-1.9	-0.2	-4
COc1ccc(C(C#N)N2CCC(c3ccccc3)=N2)cc1 (centres undefined)	-7	-0.5	-0.1	-31
C/C=C/c1ccc(OCCNCc2ccccc2)c(OC)c1	24	-0.3	-0.2	-8

Among those listed so far, 3 have a cyano group.
SMILES	MITF primary	GPR151 ag	FBW7 activator	TEAD-YAP block
CCC(Sc1nc(-c2ccccc2)c(C#N)c(=O)[nH]1)C(=O)Nc1cc(C)on1 (centres undefined)	11	0.4	0.4	-7
CCOc1cc(/C=C(\C#N)C(=O)Nc2ccc(S(N)(=O)=O)cc2)ccc1OC	0	3.0	0.0	12
COc1ccc(C(C#N)N2CCC(c3ccccc3)=N2)cc1 (centres undefined)	-7	-0.5	-0.1	-31
